Rac1 wt modul = human Rac1 wildtype GTP binding, inhibitors and activators; GST-Rac1 beads, fluorescent GTP binding, flow cytometry; actives lie on both sides; 0 = cold GTP competed, 100 = untreated; GTP binding activity (% of control), % at 10 µM; P63000; 190,000 tested, 0.27% active;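 active means GTP binding activity at least 20 points away from the 100% control level, either lower or higher; inconclusive means compound flagged as likely green fluorescent, judged across all proteins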
Rac1 mut GTP = human Rac1 activated mutant GTP binding change; percent activity (GTP binding), % at 10 µM; P63000; 190,000 tested, 0.11% active; AID 764; GST-Rac1 activated beads, fluorescent GTP binding, flow cytometry; actives lie on both sides; 100% means binding = to untreated wells;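 active means GTP binding at least 20 percentage points away from the 100% baseline, in either direction, so actives lie on both sides; inconclusive means Compound likely fluorescent itself, or too few beads counted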
Mcl1 Bid PPI = disrupts binding of human Mcl-1 to Bid peptide; Q07820; TR-FRET Mcl-1/Bid-Dy647 peptide binding, 1536-well; inhibition, % at 21.7 µM; 220,000 tested, 0.97% active; AID 1021;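 active means compounds that cut the binding signal by more than half at the single screening dose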;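 further: His-tagged Mcl-1 with europium anti-His antibody binding Bid BH3 peptide; 0% = Mcl-1 plus peptide wells and 100% = peptide-only wells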
Target sequence (Q07820 whole entry, looked up): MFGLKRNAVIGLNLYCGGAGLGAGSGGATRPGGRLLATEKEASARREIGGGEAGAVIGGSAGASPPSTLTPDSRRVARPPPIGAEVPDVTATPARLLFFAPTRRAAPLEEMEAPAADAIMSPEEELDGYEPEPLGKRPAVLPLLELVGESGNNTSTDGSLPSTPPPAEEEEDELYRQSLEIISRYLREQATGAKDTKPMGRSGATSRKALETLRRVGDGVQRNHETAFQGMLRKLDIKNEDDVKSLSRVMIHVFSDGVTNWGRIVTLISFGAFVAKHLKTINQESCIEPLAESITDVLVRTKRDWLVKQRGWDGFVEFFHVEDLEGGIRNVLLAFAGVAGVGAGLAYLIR
Pf gamet viab = P. falciparum stage V gametocyte viability inhibition; P. falciparum stage V gametocytes, ATP luminescence, 24 h; inhibition, % at 10.9 µM; 150,000 tested, 0.065% active; AID 743093;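 active means inhibition above the mean plus 3 SD of compounds within the control limits, set per campaign, cut at about 38% in these data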;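 further: 0% = DMSO wells and 100% = medium only without gametocytes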
Rab7 wt modul = modulators of GTP binding to dog Rab7 wildtype GTPase; 190,000 tested, 0.055% active; GST-Rab7 beads, fluorescent GTP binding, flow cytometry; actives lie on both sides; untreated = 100%, excess cold GTP = 0%; GTP binding activity (percent of control), % at 10 µM;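 active means fluorescent GTP binding to Rab7 beads changed by at least 20 points from the 100% baseline, either direction, mostly lower; inconclusive means compound itself probably fluorescent, or too few beads counted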;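 further: median green fluorescence of bound Bodipy-FL-GTP per Rab7 bead population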
Mcl-1 Bim block = inhibitors of Bim-Mcl-1 interaction, human; Q07820; Bead-based flow cytometry, Bim peptide-Mcl-1 binding; inhibition, % at 10 µM; 190,000 tested, 0.1% active; AID 1009; in the data active means inhibition above about 40%;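 further: 0% = no compound tracer wells and 100% = peptide blocker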
HRas wt GTP bind = changes GTP binding to wildtype human HRas; P01112; GST-Ras wt beads, Bodipy-FL-GTP binding, flow cytometry; actives lie on both sides; GTP binding activity, % at 10 µM; 190,000 tested, 0.14% active; AID 759;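 active means GTP binding activity at least 20% away from the 100% baseline, either lowered as inhibitor or raised as activator; inconclusive means flagged as likely green fluorescent, judged across all proteins in the well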;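 further: 0% = unlabeled GTP competition control and 100% = no-compound control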
Target sequence (P01112 whole entry, looked up): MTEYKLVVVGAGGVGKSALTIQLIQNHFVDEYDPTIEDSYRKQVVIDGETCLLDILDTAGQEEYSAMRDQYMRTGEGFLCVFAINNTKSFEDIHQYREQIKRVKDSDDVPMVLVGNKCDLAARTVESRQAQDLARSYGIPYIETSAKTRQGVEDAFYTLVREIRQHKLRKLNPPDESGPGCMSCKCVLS
Rab2A wt mod = changes GTP binding to wildtype dog Rab2A, up or down | P61105 | GST-Rab2 wt beads, Bodipy-GTP binding, flow cytometry | GTP binding activity, % at 10 µM | 190,000 tested, 0.19% active;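 active means GTP binding activity at least 20 points away from 100%, either lowered or raised; inconclusive means signal likely due to the compound's own green fluorescence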;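 further: 0% = beads with excess unlabeled GTP and 100% = no-compound control corrected for plate trend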
Cdc42 wt GTP = human Cdc42 wildtype GTP binding change, either direction. P60953. GST-Cdc42 beads, Bodipy-GTP binding, flow cytometry; actives lie on both sides. percent activity (GTP binding), % at 10 µM. 190,000 tested, 0.2% active;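 active means percent activity GTP binding at least 20 points away from the 100% baseline, either down as inhibitor or up as activator; inconclusive means compound flagged as likely green fluorescent from well-wide comparison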;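 further: median bead fluorescence of bound Bodipy-FL-GTP at 100 nM; 0% = excess unlabeled GTP control and 100% = no compound control; below 100% means less GTP binding so inhibitor and above means activator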
Target sequence (P60953 whole entry, looked up): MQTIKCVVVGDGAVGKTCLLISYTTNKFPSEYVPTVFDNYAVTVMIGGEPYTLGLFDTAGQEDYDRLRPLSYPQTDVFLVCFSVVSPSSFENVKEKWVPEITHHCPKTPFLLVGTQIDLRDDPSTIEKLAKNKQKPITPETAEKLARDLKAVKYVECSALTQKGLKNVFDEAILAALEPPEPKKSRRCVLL
Mcl1 Noxa PPI = disrupts binding of human Mcl-1 to Noxa peptide; TR-FRET Mcl-1/Noxa peptide binding, 2 h; inhibition, % at 21.7 µM; 220,000 tested, 1.5% active; AID 1022;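 active means compounds that cut the protein-peptide binding signal by more than 50% relative to plate controls in a single-dose test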;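 further: His-tagged Mcl-1 with rhodamine Noxa BH3 peptide and terbium anti-His antibody; 0% = Mcl-1 plus Noxa peptide wells and 100% = peptide-only wells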
RGS8-Gao reg = human RGS8-Galphao interaction regulation | multiplexed bead flow cytometry, RGS8-Galphao binding; actives lie on both sides | 220,000 tested, 0.34% active | AID 1423 | response (percent of control binding), % at 10 µM | P09471; in the data active means response below about 60% or above about 140%; inactive means in between;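 further: Galphao activated as the GDP aluminium fluoride complex binding bead-coupled RGS8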
Target sequence (P09471 whole entry, looked up): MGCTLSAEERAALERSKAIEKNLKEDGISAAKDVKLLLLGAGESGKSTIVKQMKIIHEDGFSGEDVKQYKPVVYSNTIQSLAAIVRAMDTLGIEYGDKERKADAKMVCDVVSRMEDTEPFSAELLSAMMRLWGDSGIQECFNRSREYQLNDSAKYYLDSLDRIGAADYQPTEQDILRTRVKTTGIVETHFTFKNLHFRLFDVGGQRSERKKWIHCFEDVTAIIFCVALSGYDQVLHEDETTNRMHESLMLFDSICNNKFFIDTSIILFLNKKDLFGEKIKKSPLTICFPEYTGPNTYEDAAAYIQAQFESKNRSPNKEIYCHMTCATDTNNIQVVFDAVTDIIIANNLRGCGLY
The depositor's hits bear a star; ? = inconclusive; / = no result given; [ ] = dose if it differs, or a comment.

SMILES	Rac1 wt modul	Rac1 mut GTP	Mcl1 Bid PPI	Pf gamet viab	Rab7 wt modul	Mcl-1 Bim block	HRas wt GTP bind	Rab2A wt mod	Cdc42 wt GTP	Mcl1 Noxa PPI	RGS8-Gao reg
CCc1ccc(OCC(O)CN2CCC(CN3C(=O)c4cccc5cccc(c45)C3=O)CC2)cc1 (stereo not given)	103.0	99.0	0.1	29.3	99.0	0.0	100.0	100.0	97.0	7.0	101.6
C=CCNC(=S)/C(=C(/[O-])c1ccc([N+](=O)[O-])cc1)[n+]1ccccc1	98.0	97.0	-36.0	-8.1	105.0	1.0	99.0	99.0	98.0	12.5	99.4
c1ccc(N2CCN(c3ncnc4scc(-c5cccs5)c34)CC2)cc1	100.0	101.0	-33.6	/	95.0	-1.0	100.0	99.0	101.0	-3.2	101.3
CCC(=O)OCc1c(C(F)(F)F)nn(C)c1Sc1ccc(F)cc1	102.0	100.0	0.3	6.2	100.0	-2.0	102.0	100.0	104.0	-5.4	94.3
CSc1ncccc1C(=O)Nc1ccc(F)c(F)c1F	93.0	92.0	23.9	-12.5	94.0	-1.0	92.0	93.0	93.0	10.3	100.5
Cc1oc(-c2ccc(C(F)(F)F)cc2)nc1CN(Cc1ccccn1)C[C@@H]1CCC(=O)N1	97.0	94.0	-23.1	/	96.0	-2.0	98.0	96.0	99.0	3.3	109.8
COc1ccc(-c2c(C#N)c(SCc3c(C)noc3C)nc3c2C(=O)CC(C)(C)C3)cc1	100.0	97.0	6.9	-5.4	100.0	0.0	98.0	101.0	99.0	9.4	98.2
COc1ccccc1NS(=O)(=O)c1cccc(NC(=O)c2cc3ccccc3oc2=O)c1	96.0	97.0	-14.3	/	94.0	0.0	94.0	95.0	95.0	6.5	97.0
N/C(=N\OC(=O)CCCN1C(=O)c2ccccc2C1=O)c1ccccn1	99.0	96.0	-21.0	-11.9	95.0	-3.0	96.0	95.0	95.0	-8.5	98.4
O=C(Nc1ccc(-c2noc(-c3ccccc3F)n2)cc1)c1cccs1	105.0	101.0	-2.4	14.0	104.0	0.0	102.0	99.0	105.0	-40.8	105.5
COC(=O)/C(=C\Nc1cccc(Cl)c1C)c1ncc(C(F)(F)F)cc1Cl	112.0	101.0	-1.9	14.5	101.0	0.0	103.0	102.0	106.0	-6.5	106.5
Cc1nc(SCC(=O)NCc2cccs2)nc(C)c1C	102.0	96.0	-9.1	-61.0	100.0	-7.0	97.0	100.0	96.0	-1.8	102.0
Cc1cccc(NC(=S)/N=C(\N)Nc2nc(C)c3cc(C)ccc3n2)c1	97.0	95.0	-35.6	-5.7	95.0	-6.0	93.0	95.0	98.0	15.2	107.5
CC1(C)Cc2c(sc(NC(=O)c3ccc(Br)o3)c2C#N)CO1	167.0*[activator]	118.0	10.9	/	99.0	-5.0	104.0	112.0	148.0*[activator]	15.6	109.2
COc1ccc([N+](=O)[O-])cc1NC(=O)COC(=O)C=C(C)C	98.0	98.0	6.4	/	95.0	-2.0	96.0	97.0	98.0	10.1	103.5
COc1ccc2c(=O)c(-c3ccccc3C)c(C)oc2c1	108.0	103.0	2.9	-18.4	98.0	0.0	103.0	100.0	106.0	6.7	98.1
O=C(COC(=O)[C@H](Cc1ccccc1)NC(=O)c1cccs1)NC1CCCCC1	106.0	98.0	-11.2	-5.1	100.0	-12.0	101.0	100.0	100.0	-19.2	99.4
COc1ccc2[nH]c(=O)c(CN(CCO)S(=O)(=O)c3ccc4c(c3)OCCO4)cc2c1	94.0	94.0	2.5	3.8	93.0	-3.0	97.0	93.0	98.0	3.8	103.8
COc1ccccc1CNCc1cccs1	101.0	100.0	-15.0	10.4	95.0	-1.0	100.0	99.0	105.0	-0.5	99.5
Cc1cc(C)c2cc(CN(CC3CCCO3)S(=O)(=O)c3ccc4c(c3)OCCO4)c(=O)[nH]c2c1 (stereo not given)	96.0	94.0	18.4	/	99.0	-2.0	97.0	92.0	97.0	6.9	102.4
Cc1nn(-c2ccccc2)c(C)c1NC(=O)COc1ccc(Br)cc1Cl	101.0	98.0	0.1	/	96.0	0.0	98.0	94.0	102.0	-6.5	100.2
Cc1cccc(C)c1NC(=S)N(CCc1ccncc1)C(C)C	101.0	95.0	-28.3	-18.8	103.0	-1.0	97.0	99.0	95.0	19.6	97.8
O=C(N/C(=C\c1ccco1)C(=O)N1CCOCC1)c1ccco1	94.0	95.0	-40.8	17.9	98.0	9.0	96.0	97.0	94.0	-8.0	99.1
Cn1c(CCN2CCN(c3ccc(F)cc3)CC2)nc2cc(NC(=O)c3ccco3)ccc21	100.0	98.0	-40.8	-1.4	98.0	0.0	98.0	98.0	97.0	21.9	100.0
Cc1ccc(N2C(=O)c3ccccc3C2Nc2ccc(S(=O)(=O)N3CCCCC3)cc2)nc1 (stereo not given)	104.0	100.0	-12.9	/	99.0	0.0	103.0	100.0	101.0	4.0	96.2
Cc1c(Br)cc(C(=O)NCc2ccco2)c(C)c1C	96.0	99.0	-23.2	-7.8	100.0	3.0	100.0	99.0	100.0	12.1	99.2
Cc1cc(Nc2cccc(C(F)(F)F)c2)n2nc(C)nc2n1	106.0	100.0	-2.0	13.2	104.0	2.0	101.0	101.0	103.0	21.9	100.1
CCc1ccc(Nc2oc(C)cc(=O)c2C(C)=O)cc1	105.0	100.0	-4.9	/	99.0	-5.0	99.0	101.0	102.0	13.8	98.3
CC(C)OC(=O)CSc1nnc(-c2ccc(C(C)(C)C)cc2)n1N	100.0	98.0	-17.1	/	102.0	-11.0	98.0	98.0	99.0	-1.9	92.5
CCc1nnc(NC(=O)CCN(c2ccc(C)cc2)S(=O)(=O)c2ccccc2)s1	99.0	99.0	1.9	-0.7	96.0	-1.0	96.0	95.0	98.0	17.3	94.6
CCN(CC)CCC(=O)c1ccc(F)cc1	?	?	-19.9	/	?	7.0	?	?	?	-16.4	102.5
CCOC(=O)c1[nH]cnc1C(=O)NC(C)C	102.0	98.0	-8.5	/	97.0	3.0	104.0	102.0	103.0	7.9	114.5
Clc1ccc(-c2nnc(-c3ccccc3)c(N3CCSCC3)n2)cc1	100.0	96.0	-16.6	/	99.0	1.0	99.0	99.0	101.0	9.7	98.7
CCc1cc(N2CCOCC2)cc2c1[nH]c1ccccc12	106.0	102.0	9.7	/	99.0	0.0	102.0	101.0	99.0	70.2*	99.2
CS(=O)(=O)N1CCN(c2ccccc2NC(=O)C(c2ccccc2)c2ccccc2)CC1	104.0	96.0	-10.5	2.1	100.0	-1.0	101.0	99.0	100.0	11.5	101.1
CCCCCc1nnc(NC(=O)Cn2cnc3ccccc3c2=O)s1	101.0	99.0	-23.8	13.0	96.0	0.0	98.0	97.0	96.0	4.8	109.8
O=C(CSc1nnc(-c2cccnc2)n1-c1ccccc1)NCc1ccc2c(c1)OCO2	103.0	100.0	-18.7	-13.9	100.0	0.0	100.0	98.0	102.0	3.7	98.6
Cc1cc(NC(=O)CN2CCN(c3ccccc3O)CC2)no1	104.0	101.0	-29.9	/	99.0	-3.0	102.0	103.0	103.0	19.6	101.1
Cc1ccc(SCc2noc(C(=O)NC(C)C)c2C(=O)O)cc1C	94.0	92.0	-4.7	-24.5	96.0	-1.0	96.0	92.0	95.0	31.9	101.5
CCOC(=O)c1c(NC(=O)CSc2nnc(-c3cccnc3)o2)sc(C(C)=O)c1C	93.0	92.0	8.1	22.1	96.0	1.0	95.0	98.0	94.0	14.4	101.3
CCOc1c2ccc(C(=O)NCc3ccc(OC(F)(F)F)cc3)cc2nn1C	103.0	101.0	-6.4	11.0	97.0	-4.0	100.0	99.0	102.0	2.1	103.4
Cc1ccc(NC(=O)c2sc3nc[nH]c(=O)c3c2C)c(C)c1	100.0	99.0	-15.1	9.1	99.0	0.0	101.0	100.0	99.0	7.9	99.7
COc1ccc(CN(C)C(c2ccccc2)c2nnnn2-c2ccccc2C)c(OC)c1C (stereo not given)	93.0	95.0	31.9	-12.8	94.0	-2.0	96.0	96.0	96.0	/	103.1
CSc1ccccc1C(=O)N1CCc2ccccc2C1	98.0	96.0	-16.6	5.0	97.0	8.0	98.0	99.0	97.0	9.3	104.4
C/C(=N\S(=O)(=O)c1ccc(C)cc1)Nc1cc(C(C)C)c(O)cc1C	105.0	98.0	0.8	-13.2	102.0	-3.0	101.0	99.0	103.0	2.9	103.8

The closing 2 records of the section before lead into the next:
SMILES	Rac1 wt modul	Rac1 mut GTP	Mcl1 Bid PPI	Pf gamet viab	Rab7 wt modul	Mcl-1 Bim block	HRas wt GTP bind	Rab2A wt mod	Cdc42 wt GTP	Mcl1 Noxa PPI	RGS8-Gao reg
CSc1ccccc1C(=O)N1CCc2ccccc2C1	98.0	96.0	-16.6	5.0	97.0	8.0	98.0	99.0	97.0	9.3	104.4
C/C(=N\S(=O)(=O)c1ccc(C)cc1)Nc1cc(C(C)C)c(O)cc1C	105.0	98.0	0.8	-13.2	102.0	-3.0	101.0	99.0	103.0	2.9	103.8
COc1ccc(C(=O)/C=C/C(=O)N(CC(=O)NC2CCCCC2)CC2CCCO2)c(O)c1 (stereo not given)	101.0	94.0	30.1	-5.2	103.0	-6.0	100.0	96.0	93.0	68.5*	86.4
COc1cccc2cc(C(=O)N3CCN(C(=O)c4ccco4)CC3)c(=O)oc12	94.0	96.0	-5.8	/	94.0	0.0	94.0	92.0	95.0	3.4	100.6
Cc1ccccc1NC(=O)CC1c2ccccc2CC(C)(C)N1C (stereo not given)	97.0	93.0	-20.9	-8.6	92.0	0.0	93.0	95.0	96.0	-3.8	107.6
CCCNC(=O)COC(=O)c1[nH]c(C)c(C(=O)OCC)c1C	98.0	99.0	-11.1	/	97.0	-3.0	100.0	100.0	99.0	1.9	98.9
COc1ccc(NC(=S)NCCc2c(C)[nH]c3ccc(OC)cc23)cc1	98.0	97.0	-58.5	-16.1	103.0	1.0	98.0	98.0	96.0	2.0	101.5
COc1ccc(CNC(=O)c2ccc(N3CCCC3=O)cc2)cc1	105.0	103.0	-18.1	/	104.0	-3.0	101.0	101.0	105.0	18.2	99.5
CC(C)COC(=O)c1cc(-c2ccc(/C=N/n3cnnc3)o2)ccc1Cl	99.0	99.0	11.9	-2.2	98.0	1.0	99.0	97.0	99.0	-1.3	96.3
O=C(NP(=O)(N1CCCC1)N1CCCC1)C1=C(N2CCOCC2)/C(=C/c2cccc([N+](=O)[O-])c2)CC1	102.0	91.0	-35.7	/	101.0	0.0	99.0	97.0	95.0	12.2	103.0
CC(C)Cn1c(N)c(C(=O)CSc2ccccc2)c(=O)n(C)c1=O	104.0	100.0	-2.3	1.2	97.0	0.0	100.0	101.0	104.0	12.3	96.6
CCCNc1nc2c(c(=O)[nH]c(=O)n2C)n1CCC(C)C	110.0	100.0	-91.2	/	102.0	-4.0	104.0	100.0	103.0	-10.9	99.0

Screening results: PubChem, several laboratories
